# Compound activity (PubChem)
# PHOSPHO1 inh = blocks human PHOSPHO1 phosphatase activity; inhibition, % at 13.3 µM; recombinant PHOSPHO1, absorbance phosphatase assay; hit rate 1.1% among 290,000; Q8TCT1; in the data active = inhibition above about 60%
# Target sequence (Q8TCT1 whole entry, looked up): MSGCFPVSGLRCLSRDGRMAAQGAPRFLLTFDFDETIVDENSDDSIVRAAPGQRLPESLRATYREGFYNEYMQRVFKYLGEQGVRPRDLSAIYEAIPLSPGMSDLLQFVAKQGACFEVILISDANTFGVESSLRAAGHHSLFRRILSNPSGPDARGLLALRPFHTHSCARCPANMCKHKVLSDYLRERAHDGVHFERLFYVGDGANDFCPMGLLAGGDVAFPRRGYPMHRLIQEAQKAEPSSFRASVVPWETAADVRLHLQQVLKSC
# GalR3 antag = antagonists of human GalR3 | inhibition, % at 3 µM | O60755 | HEK293 GalR3-CNG cAMP membrane potential fluorescence; galR3 body fused to GalR1 C-terminus | hit rate 0.44% among 360,000;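 active = inhibition above the screen-wide average plus 3 SD, cut at about 13% in these data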;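 also: forskolin and galanin both at EC90 stimulate the cells; cAMP rise reported by CNG channel membrane potential dye signal; 0% = forskolin plus galanin with DMSO and 100% = forskolin alone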
# Target sequence (O60755 1-299 limits assumed): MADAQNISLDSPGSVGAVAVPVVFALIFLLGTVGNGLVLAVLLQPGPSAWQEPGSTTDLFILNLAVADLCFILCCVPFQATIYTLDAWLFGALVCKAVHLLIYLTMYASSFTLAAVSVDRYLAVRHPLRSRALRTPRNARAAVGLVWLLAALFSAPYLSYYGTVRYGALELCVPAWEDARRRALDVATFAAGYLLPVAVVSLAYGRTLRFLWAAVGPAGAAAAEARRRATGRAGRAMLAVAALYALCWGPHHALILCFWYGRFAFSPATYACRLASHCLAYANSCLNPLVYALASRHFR
# IDE inh = inhibitors of human insulin-degrading enzyme in cells; P14735; HEK cells, FAbetaB cleavage, fluorescence polarization; inhibition, % at 5.59 µM; hit rate 0.41% among 320,000;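 active = percent inhibition above the average of all tested compounds plus 3 SD, set per screening campaign, cut at about 16% in these data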;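 also: IDE supplied by intact live HEK cells; FP after avidin binding of uncleaved biotin substrate so inhibition keeps polarization high; 0% = DMSO wells and 100% = 60 µM reference IDE inhibitor Ii1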
# CRFBP-R2 agonist = CRF-BP/CRF-R2 complex agonism; HEK293 CRF-R2/CRF-BP, calcium dye fluorescence (FLIPR); percent of saturating CRF peptide response; hit rate 0.46% among 350,000; activation, % at 13.2 µM; AID 588473;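 active = activation of at least 50%, plus an integration ratio under a set limit after plate pattern correction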;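 also: plate controls were neutral control wells without compound for no effect and CRF at EC100 for full effect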
# MEKK3 PB1 HTS = modulators (inhibitors or enhancers) of MEK5 binding to human MEKK3 PB1 domain. AID 1529. binding response (% of control), % at 10 µM. hit rate 1.4% among 290,000. Q99759. bead-based flow cytometry, Alexa488-MEK5 binding to MEKK3; actives lie on both sides; 0 = blocked by unlabeled MEK5, 100 = vehicle;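 active = binding response more than 3 SD above or below the average of its plate-row segment, actives on both sides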;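 also: Alexa488 bead fluorescence after subtracting the streptavidin-only scavenger bead signal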
# M4 PAM = CHRM4 positive allosteric modulation; P08173; CHO-K1 hM4/Gqi5, Fluo-8 calcium fluorescence, ACh EC20; 0% = ACh EC20, 100% = maximal ACh; activation, % at 3 µM; hit rate 0.4% among 360,000;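 active = activation above its plate's cutoff, the mean activation of sample wells plus 3 SD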; also: some results filed as inactive read as strong as hits
# Target sequence (P08173 whole entry, looked up): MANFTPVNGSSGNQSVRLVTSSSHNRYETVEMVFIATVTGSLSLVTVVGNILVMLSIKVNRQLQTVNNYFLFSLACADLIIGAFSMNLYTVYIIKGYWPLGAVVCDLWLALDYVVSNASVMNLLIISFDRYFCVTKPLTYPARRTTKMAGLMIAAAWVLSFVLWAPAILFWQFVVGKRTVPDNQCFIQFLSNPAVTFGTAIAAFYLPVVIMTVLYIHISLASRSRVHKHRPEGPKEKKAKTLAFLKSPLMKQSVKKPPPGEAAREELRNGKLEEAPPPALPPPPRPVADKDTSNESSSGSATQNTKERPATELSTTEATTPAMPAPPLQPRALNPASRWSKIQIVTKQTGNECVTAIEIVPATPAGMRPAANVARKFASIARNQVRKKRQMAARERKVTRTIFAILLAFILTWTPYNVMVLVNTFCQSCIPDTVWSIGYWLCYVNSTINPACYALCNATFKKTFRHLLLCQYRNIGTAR
# pCIP destab = compounds decreasing mouse p/CIP protein stability | hit rate 0.01% among 290,000 | decrease of EGFP signal, % at 10 µM | Q05BA5 | F442A p/CIP-EGFP cells, EGFP fluorescence, 16 h;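 active = EGFP signal decrease of at least 30% at 10 µM or well 3 SD below plate mean, unless failing retest; inactive = the rest, including hits failing retest or dose response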; also: some compounds called inactive have numbers as strong as hits; many of its hits are not listed in these tables
# IDE act = IDE (human) activation, cell-based; P14735; HEK cells, FAbeta-B cleavage, fluorescence polarization; 0% vehicle, 100% cell-free pure enzyme wells; activation, % at 5.96 µM; hit rate 0.073% among 340,000;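 active = activation above the mean of all tested compounds plus 3 SD, set per screening campaign, cut at about 17% in these data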
# CRFBP-R2 block = CRF-BP/CRF-R2 complex antagonism | AID 588475 | HEK293 CRF-R2/CRF-BP, CRF-induced calcium fluorescence | hit rate 0.59% among 350,000 | inhibition, % at 11.8 µM;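 active = inhibition of the ligand-induced calcium signal above about 50% at the single tested concentration, limit read from the data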
# Numbers without * were called inactive; . = not tested or not shown.
1. CCC(=O)N1CCN(c2ccc(NC(=O)c3cc4ccccc4o3)cc2)CC1
2. CC(C)c1ccccc1OCC(=O)NCC(c1cccs1)N1CCOCC1 (stereo unspecified)
3. CCN1CCN(c2ncnc3sc(C)c(-c4ccccc4)c23)CC1
4. Cn1cc(C(=O)NC2CCCCC2)c(=O)c2cc(S(=O)(=O)N3CCCC3)ccc21
5. Cc1ccccc1OCC(=O)OCC(=O)NCc1ccc2c(c1)OCO2
6. Cc1ccc2nc(C(Cl)(Cl)Cl)nc(N/N=C/c3ccc([N+](=O)[O-])cc3)c2c1
assay / entry,1,2,3,4,5,6
PHOSPHO1 inh,-4,21,24,-3,.,.
GalR3 antag,-3,-6,-11,-1,-6,-3
IDE inh,1,4,-3,0,-4,.
CRFBP-R2 agonist,1.7,0.1,-0.9,2.1,-3.8,2.9
MEKK3 PB1 HTS,106,91,100,102,.,.
M4 PAM,-5,-7,6,11,7,-5
pCIP destab,-9,-1,1,-17,.,.
IDE act,2,2,3,0,1,1
CRFBP-R2 block,17,-12,3,-22,7,-4

7. O=C(NCCN1CCOCC1)c1cccc(S(=O)(=O)N(Cc2ccccc2)c2ccccc2)c1
8. Cc1ccc(S(=O)(=O)N/N=C\c2ccc3c(c2)OCO3)cc1
9. CN(C)C(CNC(=O)NC1CCCCC1)c1cccnc1 (stereo unspecified)
10. COc1ccc(Cn2c(-c3ccc(Br)cc3)c[n+]3ccccc23)cc1
11. CCOC(=O)C1CCN(C(=O)Nc2ccc3c(c2)nc(C)n3C)CC1
12. Cc1snc(SCC(=O)N/N=C(\N)COc2ccc(F)cc2)c1C#N
assay / entry,7,8,9,10,11,12
PHOSPHO1 inh,.,34,24,2,12,24
GalR3 antag,2,-9,-1,5,1,-6
IDE inh,2,2,6,2,0,0
CRFBP-R2 agonist,-0.6,-0.6,-0.5,-2.1,2.8,-0.4
MEKK3 PB1 HTS,.,82,98,110,103,99
M4 PAM,6,0,3,-19,4,10
pCIP destab,.,-4,-6,3,-9,-7
IDE act,0,1,3,4,-2,5
CRFBP-R2 block,-7,10,-3,10,-17,7

# Structural class, the compounds so far containing a halogen (3)
6. Cc1ccc2nc(C(Cl)(Cl)Cl)nc(N/N=C/c3ccc([N+](=O)[O-])cc3)c2c1
10. COc1ccc(Cn2c(-c3ccc(Br)cc3)c[n+]3ccccc23)cc1
12. Cc1snc(SCC(=O)N/N=C(\N)COc2ccc(F)cc2)c1C#N
assay / entry,6,10,12
PHOSPHO1 inh,.,2,24
GalR3 antag,-3,5,-6
IDE inh,.,2,0
CRFBP-R2 agonist,2.9,-2.1,-0.4
MEKK3 PB1 HTS,.,110,99
M4 PAM,-5,-19,10
pCIP destab,.,3,-7
IDE act,1,4,5
CRFBP-R2 block,-4,10,7

# Remaining list, next part.
13. O=C(CNCc1cccs1)NC12CC3CC(CC(C3)C1)C2
14. CCc1nn(C(C)C(=O)N(C)Cc2ccccc2)c(=O)c2cc3occc3n12 (stereo unspecified)
15. Cc1cc(NC(=O)CCSc2ccc(Cl)cc2)no1
16. C=CC[C@H](CC(=O)N[C@H](CO)Cc1ccccc1)C(=O)N[C@@H](COC(=O)[C@@H](CC=C)Cc1ccc(F)cc1)Cc1c[nH]c2ccccc12
17. O=C(C[n+]1cccc(Br)c1)c1ccc(-c2ccccc2)cc1
18. Cc1cc(CNC(=O)c2cccnc2Cl)c2ccccc2n1
assay / entry,13,14,15,16,17,18
PHOSPHO1 inh,24,18,62*,.,52,-31
GalR3 antag,-8,-2,-5,-12,-11,1
IDE inh,8,10,1,3,15,6
CRFBP-R2 agonist,-4.0,-0.7,-0.5,1.5,-1.2,1.7
MEKK3 PB1 HTS,102,98,95,.,105,100
M4 PAM,-10,8,0,-8,-7,-2
pCIP destab,4,-6,-9,.,2,-1
IDE act,1,-1,0,11,-11,2
CRFBP-R2 block,-9,23,-4,3,-10,4

19. CC(c1ccccn1)N(C)C(=O)c1ccc2nc(Cc3ccccc3F)oc2c1 (stereo unspecified)
20. Cc1ccc(C(=O)c2ccc(N3CCOCC3)c(F)c2)cc1
21. CCCCSc1ncc(C(=O)OCC)c(N)n1
22. O=C(NCc1ccccc1Cl)C1CCCN1S(=O)(=O)c1ccccc1F (stereo unspecified)
23. Cc1cccc(NC(=O)COC(=O)COc2ccc3c(c2)CCC3)c1
24. COc1cc2sc3ccc(-c4ccc(CN5CCOCC5)cc4)cc3c(=O)c2cc1OC
assay / entry,19,20,21,22,23,24
PHOSPHO1 inh,47,3,-10,28,.,.
GalR3 antag,-2,-5,3,-6,-3,-3
IDE inh,3,1,-1,3,1,9
CRFBP-R2 agonist,-0.3,2.3,-0.5,3.6,2.0,0.0
MEKK3 PB1 HTS,106,80,96,101,.,.
M4 PAM,3,-3,-5,-8,-2,-4
pCIP destab,-3,-3,-20,-14,.,.
IDE act,5,2,-7,3,-1,-3
CRFBP-R2 block,1,-4,20,6,-2,5

25. O=C(CNC(=O)N1CC(=O)Nc2ccccc21)NCCCc1ccccc1
26. COc1ccc(N2CCN(C3CCCN(Cc4ccc(F)cc4)C3)CC2)cc1 (stereo unspecified)
27. COc1ccccc1-c1ccc(/C=C2/C=C(C)OC2=O)o1
28. CCN(CC)C(=O)C1=C(C)N(Cc2ccc(OC)cc2)C(=O)C(CC(=O)NCCc2ccccn2)C1 (stereo unspecified)
29. CCn1c(SCC(=O)N/N=C/C=C/c2ccco2)nnc1-c1ccc(OC)cc1
30. CC1CCCC(C)N1C(=O)Cn1c(SCC(=O)NCc2ccc3c(c2)OCO3)nc2ccccc21 (stereo unspecified)
assay / entry,25,26,27,28,29,30
PHOSPHO1 inh,.,19,-3,.,-8,27
GalR3 antag,-5,-7,-2,-2,3,-1
IDE inh,.,-4,1,.,6,4
CRFBP-R2 agonist,0.4,-2.0,13,2.6,4.5,-1.1
MEKK3 PB1 HTS,.,101,89,.,103,96
M4 PAM,8,-7,6,4,2,8
pCIP destab,.,-8,-4,.,-21,-4
IDE act,.,-3,-5,.,0,-6
CRFBP-R2 block,2,-6,-5,12,4,-21

31. Cc1ccc(NC(=O)C(C)c2ccc(-c3ccccc3)c(F)c2)c(C)c1 (stereo unspecified)
32. CN1CCN(CC(=O)Nc2sc3c(c2C(=O)Nc2ccccc2)CCCC3)CC1
33. CCOC(=O)c1ccc(NC(=O)C2CCCO2)cc1 (stereo unspecified)
34. O=C(NCCN1CCOCC1)c1ccc2c(c1)ncn2C1CCCC1
35. Cc1ccccc1-c1nc(CS(=O)CC(=O)NC2CC2)c(C)o1 (stereo unspecified)
36. COc1ccc(C2CC(c3cccs3)=NN2c2nc(C)c(C(C)=O)s2)cc1OC (stereo unspecified)
assay / entry,31,32,33,34,35,36
PHOSPHO1 inh,12,3,4,-14,21,48
GalR3 antag,-1,-4,-3,1,-6,0
IDE inh,1,2,-5,0,2,.
CRFBP-R2 agonist,0.9,-0.9,-0.1,0.3,-0.5,-5.1
MEKK3 PB1 HTS,103,98,102,111,102,88
M4 PAM,5,2,7,-1,4,1
pCIP destab,12,1,-3,0,5,-8
IDE act,3,1,-2,5,-1,-4
CRFBP-R2 block,-1,-5,-1,8,7,27

# Results in sequence from above:
# Compounds 31 to 36 in CRFBP-R2 agonist read 0.9, -0.9, -0.1, 0.3, -0.5, -5.1

# The list continues.
37. CCCC(=O)Nc1c(-c2ccccc2)c(=O)c(C)nn1-c1ccc(Cl)cc1
38. CCCN1C(=S)SC(C)(C)C1/[N+]([O-])=C/c1cccnc1 (stereo unspecified)
39. Cc1ccc(S(=O)(=O)N2CCOCC2)cc1C(=O)N1CC(C)OC(C)C1 (stereo unspecified)
40. COc1cccc(/C=C/c2[nH]c(=O)[nH]c(=O)c2[N+](=O)[O-])c1O
41. CCCNc1c(NC(=O)C2CCC(C)CC2)c(=O)oc2ccccc12 (stereo unspecified)
42. COC(=O)c1ccccc1NC(=S)NC(C)=O
assay / entry,37,38,39,40,41,42
PHOSPHO1 inh,16,1,.,35,14,29
GalR3 antag,-5,0,-3,-5,-6,-1
IDE inh,1,5,-4,-3,7,3
CRFBP-R2 agonist,-1.0,-1.9,0.3,1.1,-0.6,-2.4
MEKK3 PB1 HTS,114,104,.,104,101,95
M4 PAM,-1,-4,-3,3,-2,-12
pCIP destab,-4,0,.,-15,4,-14
IDE act,4,3,5,-1,-1,-2
CRFBP-R2 block,1,4,3,6,-12,20

43. Cc1ccccc1/C=N/N1CCN(c2ccccc2)CC1
44. O=C(COC(=O)c1ccc(Cl)s1)c1ccc[nH]1
45. CCN(CC)c1ccc(NC(=O)CN2CCN(CC(=O)Nc3ccccc3F)CC2)cc1
46. Cc1ccc(S(=O)(=O)CCSc2cccc(C(=O)Nc3ccccc3C(=O)O)c2)cc1
47. CCOC(=O)C1CCN(C(=O)c2ccc(C)c(S(=O)(=O)N3CCCC3)c2)CC1
48. O=C(Cn1c(=O)oc2cc(S(=O)(=O)NCc3ccccc3)ccc21)NCc1ccco1
assay / entry,43,44,45,46,47,48
PHOSPHO1 inh,3,-2,34,-12,8,-2
GalR3 antag,-10,-3,1,1,-1,-3
IDE inh,9,-3,3,11,9,1
CRFBP-R2 agonist,-1.1,5.8,0.5,-1.1,-1.1,-2.1
MEKK3 PB1 HTS,99,106,122*,105,98,117
M4 PAM,5,16,14,28,2,-7
pCIP destab,-6,-30,-4,8,7,-1
IDE act,-2,0,2,-5,9,3
CRFBP-R2 block,-13,11,7,3,2,-4

49. COc1ccc(S(=O)(=O)NC(C)C(=O)Nc2cccc(C(C)=O)c2)cc1 (stereo unspecified)
50. Cc1cccc(-n2nc3c(c2NC(=O)c2ccc4c(c2)OCO4)CS(=O)(=O)C3)c1C
51. Cc1c(NC(=O)c2ccc(-c3ccc([N+](=O)[O-])cc3Cl)o2)c(=O)n(-c2ccccc2)n1C
52. CCn1c(C(C)C)n[nH]c1=S
53. O=C(COC(=O)c1ccccc1Br)NCC1CCCO1 (stereo unspecified)
54. CCN1C(=O)N(CC)C2C1N(C(C)=O)C(=O)N2C(C)=O (stereo unspecified)
assay / entry,49,50,51,52,53,54
PHOSPHO1 inh,12,22,24,4,.,-4
GalR3 antag,3,-5,-5,-6,-7,7
IDE inh,0,1,-1,1,-6,-3
CRFBP-R2 agonist,-0.3,-0.6,-0.7,1.2,0.5,3.1
MEKK3 PB1 HTS,100,95,99,104,.,94
M4 PAM,8,0,-6,1,4,-2
pCIP destab,9,0,-16,3,.,-8
IDE act,0,4,8,5,3,6
CRFBP-R2 block,-2,3,-15,13,1,-25

55. O=C(c1ccccc1)N1CCN(S(=O)(=O)c2ccc(Cl)c(C(F)(F)F)c2)CC1
56. C[C@H]1CN([C@@H](C)CO)C(=O)CCCn2nncc2CO[C@H]1CN(C)C(=O)Nc1cccc(Oc2ccccn2)c1
57. O=C(CCCn1c(=O)[nH]c2ccccc2c1=O)N1CCN(c2ccccn2)CC1
58. CCC(Sc1ccc2nnc(CCNS(=O)(=O)c3ccc(OC)cc3)n2n1)C(=O)OC (stereo unspecified)
59. Cc1c(C(C)(C(=O)O)c2c(C)n(C)c3ccccc23)c2ccccc2n1C
assay / entry,55,56,57,58,59
PHOSPHO1 inh,.,.,-6,24,47
GalR3 antag,-3,-6,0,-4,-11
IDE inh,4,.,2,-2,-1
CRFBP-R2 agonist,0.6,1.5,0.4,-0.3,.
MEKK3 PB1 HTS,.,.,119,103,96
M4 PAM,-3,0,-1,-1,.
pCIP destab,.,.,-12,-16,8
IDE act,3,.,0,1,.
CRFBP-R2 block,3,-1,14,-4,.

# No enrichment for hits; any-hit rate near 4.2%.
